# LEDGF integ inh: blocks HIV-1 LEDGF/p75-dependent DNA integration. TR-FRET IN-LEDGF/p75 DNA integration, Eu/Cy5. inhibition, % at 3.7 µM. hit rate 0.64% among 370,000;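 active = inhibition above the screen-wide mean plus 3 SD, cut at about 13% in these data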;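 note: signal is the Cy5 over europium emission ratio at 671 and 618 nm; 0% = plate median of compound wells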
# NPR2 activator: GC-B (human) receptor activation; hit rate 0.11% among 370,000; AID 1920062; activation, % at 10 µM; P20594; HEK293-GC-B cells, CNP EC30, cGMP TR-FRET; 0% at EC30 CNP, 100% saturating CNP;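 active = activation at 10 µM reaching about 35% in either raw or pattern-adjusted values, limit read from the data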
# HTRA1 inh: blocks human HTRA1 serine peptidase; Q92743; recombinant HTRA1, FP-rhodamine activity-based probe, fluorescence polarization; inhibition, % at 5.96 µM; hit rate 0.5% among 340,000; AID 504803; in the data active = inhibition above about 36%;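 note: 0% = enzyme with DMSO and 100% = wells lacking enzyme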
# ABHD4 inh: inhibits mouse alpha/beta hydrolase domain 4. Q8VD66. purified mABHD4, FP-Rh probe fluorescence polarization. inhibition, % at 8.92 µM. hit rate 0.54% among 370,000. AID 720543;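 active = inhibition exceeding the mean over every tested compound plus 3 SD, cut at about 30% in these data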;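 note: 0% = plate median of compound wells and 100% = S159A mutant with DMSO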
#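 Assay system: wild-type mouse ABHD4 protein; compound: single nominal dose of 8.92 µM, 0.89% DMSO final; schedule: 45 min + 60 min at 25 °C; measured by: FP readout, ex 525 nm / em 598 nm; evaluation: % inhibition of FP-Rh probe binding versus controls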
# TDP2 absorb: TDP2 (human) inhibition, absorbance primary screen. recombinant TDP2, T5PNP hydrolysis, p-nitrophenol absorbance 415 nm. hit rate 0.34% among 370,000. inhibition, % at 12.8 µM. AID 720702. O95551;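 active = inhibition above the mean of all tested compounds plus 3 SD, set per campaign, cut at about 25% in these data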;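 note: 0% = DMSO with enzyme and 100% = buffer with substrate but no TDP2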
# Target sequence (O95551 whole entry, looked up): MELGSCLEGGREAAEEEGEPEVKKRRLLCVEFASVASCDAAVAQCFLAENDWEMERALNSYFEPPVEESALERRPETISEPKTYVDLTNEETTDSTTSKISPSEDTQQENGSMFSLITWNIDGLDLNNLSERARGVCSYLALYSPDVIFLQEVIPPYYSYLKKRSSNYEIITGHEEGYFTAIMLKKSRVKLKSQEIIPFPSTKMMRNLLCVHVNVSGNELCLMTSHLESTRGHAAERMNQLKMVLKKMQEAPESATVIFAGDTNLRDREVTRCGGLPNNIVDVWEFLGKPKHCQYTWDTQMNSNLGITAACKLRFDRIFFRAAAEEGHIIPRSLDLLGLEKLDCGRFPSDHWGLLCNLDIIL
#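 System – recombinant human TDP2 · Amount – 120 nM TDP2 per well · Buffer or medium – Mg2+-containing Tris-HCl buffer, pH 7.5 · Reagent – T5PNP substrate, 5 mM · Dosing – 12.8 µM single point, 1% DMSO · Incubation – 2 h at 37 °C · Measured by – epi absorbance · Read-out basis – percent inhibition · Benchmarks – high control without enzyme, low control DMSO plus TDP2 · Repeats – singlicate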
# TCR-CD3 inh: blocks the human TCR-CD3 interaction; AID 651800; inhibition, % at 9.4 µM; TAMRA-labeled TCR probe fluorescence, biochemical; hit rate 0.37% among 360,000; in the data active = inhibition above about 19%;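 note: recombinant mutant TCR 2C K166C tagged with TAMRA read by polarization; 0% = receptor in buffer alone and 100% = receptor with positive control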
# MBD2 inh: inhibitors of human MBD2 binding to methylated oligonucleotide; TR-FRET; inhibition, % at 4.4 µM; Q9UBB5; AID 686964; hit rate 0.31% among 370,000; in the data active = inhibition above about 13%
# PRMT1 inh: PRMT1 (human) inhibition, primary screen | hit rate 1.3% among 370,000 | recombinant PRMT1, activity-based probe fluorescence polarization | Q99873 | inhibition, % at 2.79 µM | AID 652257;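 active = inhibition above about 21% made by adding two undisclosed values, limit read from the data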
# rCAG binder: binds r(CAG) RNA repeats. r(CAG) RNA repeat, TO-PRO-1 dye displacement fluorescence. AID 651821. hit rate 1.3% among 370,000. inhibition, % at 3 µM;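 active = inhibition above the plate cutoff, the mean of all test compounds on that plate plus 3 SD, cut at about 35% in these data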;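 note: 0% = DMSO alone and 100% = 100 µM mitoxantrone as full dye displacement; higher means more dye released from RNA so lower well fluorescence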
# SIAE primary: inhibitors of human sialic acid acetylesterase SIAE. inhibition, % at 9.66 µM. SIAE FP-Rh probe binding, fluorescence polarization. Q9HAT2. hit rate 0.69% among 370,000;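 active = inhibition above a cutoff: mean of compounds within the control limits plus 3 SD of those, cut at about 17% in these data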;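 note: 0% = plate median of compound wells and 100% = probe without SIAE protein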
# Target sequence (Q9HAT2 whole entry, looked up): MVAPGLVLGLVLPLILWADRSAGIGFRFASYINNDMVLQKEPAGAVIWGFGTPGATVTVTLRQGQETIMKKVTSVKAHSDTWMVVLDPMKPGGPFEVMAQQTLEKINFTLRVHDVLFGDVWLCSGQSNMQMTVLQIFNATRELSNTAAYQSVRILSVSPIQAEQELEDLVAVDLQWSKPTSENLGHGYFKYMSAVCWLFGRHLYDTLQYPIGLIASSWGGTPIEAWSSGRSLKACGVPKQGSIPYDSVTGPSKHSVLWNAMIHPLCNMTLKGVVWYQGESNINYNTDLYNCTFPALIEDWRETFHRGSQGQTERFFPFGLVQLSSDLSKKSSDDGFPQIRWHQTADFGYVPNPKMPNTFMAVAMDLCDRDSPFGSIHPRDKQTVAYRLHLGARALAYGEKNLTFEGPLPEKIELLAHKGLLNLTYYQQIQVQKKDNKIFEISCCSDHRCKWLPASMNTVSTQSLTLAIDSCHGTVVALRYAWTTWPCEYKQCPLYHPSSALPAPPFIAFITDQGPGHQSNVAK
# * hit, by the source's call; . = no result given; & = joins results of further samples. These rows are one share of the data (hit frequency here may not be typical).
canonical_smiles	HTRA1 inh	TDP2 absorb	LEDGF integ inh	ABHD4 inh	TCR-CD3 inh	MBD2 inh	SIAE primary	rCAG binder	PRMT1 inh	NPR2 activator
COc1ccccc1NC(=O)Nc1cc(NC(=O)Nc2ccccc2OC)c(C)nc1C	-24	2	1	-1	7	6	-16	12	-2	4
C/C=C(\C)CN1CCCC(N(C)CCc2ccc(OC)c(OC)c2)C1 (stereo unspecified)	2	-7	4	3	6	-2	2	-4	0	1
CCOC(=O)c1c(NC(=O)/C=C/c2ccc(C)o2)sc(C)c1C	-6	-4	-1	0	-1	-2	-6	6	1	-12
COC(=O)C1CCCCN1C(=O)c1cc(COc2cccc3cccnc23)on1 (stereo unspecified)	6	9	1	2	4	0	10	-7	-4	-3
O=C(COc1ccccc1)Nc1c2c(nn1-c1ccc(F)cc1)CS(=O)C2 (stereo unspecified)	4	-2	1	-4	6	0	1	2	-4	4
O=C(CN1CCN(C(=O)c2cccs2)CC1)NC1CCCCC1	-1	-6	-1	0	2	0	-2	-4	2	1
CCC(C(=O)N1CCOCC1)n1nc(C)c2c(C)n(-c3ccccc3)nc2c1=O (stereo unspecified)	5	-12	-3	-4	2	0	-3	-4	4	2
CC1CCCN(C(=O)CNC(=O)c2sc3ccccc3c2Cl)C1 (stereo unspecified)	1	8	-4	-4	1	-4	-3	-1	1	1
CC(C)(C)c1ccc(-c2nnc(SCC(=O)Nc3cccc4ccccc34)n2Cc2ccco2)cc1	.	-3	4	-18	.	-3	-13	7	-1	8
CCOC(=O)Nc1ccc2c(c1)N(C(=O)OCCN(C)C)c1ccccc1CC2	-6&-5	-7&0	1&0	1&0	5&7	-2&4	2&5	-4&-4	-4&-3	1&-1
COc1ccc(NC(=O)CN2CCC(Cc3ccccc3)CC2)cc1S(=O)(=O)N1CCOCC1	-6	3	-1	2	-5	2	-5	1	-1	3
Cc1cc(Br)cn2c(Cc3cccc(F)c3)c(-c3cccc(Cl)c3)nc12	.	-11	7	-12	2	-1	-9	13	-2	-2
Cc1c(Cl)cccc1N=C1NC(=O)CS1	5	-12	-5	-14	-3	6	-6	3	10	0
O=C(COC(=O)CSc1ccc(F)cc1)NC1CCCCCC1	8	-7	2	5	4	2	0	1	-3	1
COc1ccccc1OCC(=O)N/N=C(\C)c1ccc2ccccc2c1	-20	-6	-6	3	7	-2	0	5	4	-1
C[C@@H]1CN([C@@H](C)CO)C(=O)c2cc(NC(=O)C3CC3)ccc2O[C@H]1CN(C)C	1	1	-4	-1	-10	1	1	3	3	1
C[C@H](CO)N1C[C@H](C)[C@@H](CN(C)C(=O)NC2CCCCC2)Oc2c(NC(=O)C3CCCCC3)cccc2C1=O	-1	-6	-2	6	1	0	5	1	-1	-5
O=[N+]([O-])c1ccc2cc[nH]c2c1	2	9	-1	2	-2	-2	6	1	7	-1
CCN1CCN(C(=O)c2nn(-c3ccccc3)c(=O)c3ccccc23)CC1	5	7	-2	4	-1	-1	1	-1	2	-1
COC(=O)c1cc(NC(C)=O)ccc1N1CCOCC1	1	-3	3	-1	1	-4	1	2	5	-2
CC(NS(=O)(=O)c1ccccc1)C(c1cccs1)N1CCN(c2ccccc2)CC1 (stereo unspecified)	-4	9	-2	-6	2	2	11	-1	1	-10
CCn1c(SCC(=O)N2CCC(C)CC2)nc2c(c1=O)SC(C)C2 (stereo unspecified)	-28	13	-2	1	6	-4	2	-5	-1	0
c1ccc(CSc2ccc(-c3cccs3)nn2)nc1	-1	9	5	4	2	-1	4	-3	1	-2
Cc1ccc(-n2nc(C)c(/C=N/n3c(C)n[nH]c3=S)c2Cl)cc1	0	8	-1	-1	-2	2	-7	3	0	-3
CC(=O)Nc1ccc(C(=O)N2CCCCC2c2cc(C(=O)NC(C)C)no2)cc1 (stereo unspecified)	.	-5	0	-2	-2	0	-1	1	-4	4

# Next section:
canonical_smiles	HTRA1 inh	TDP2 absorb	LEDGF integ inh	ABHD4 inh	TCR-CD3 inh	MBD2 inh	SIAE primary	rCAG binder	PRMT1 inh	NPR2 activator
Cc1cc2ccccn2c1C(=O)c1cc([N+](=O)[O-])cc([N+](=O)[O-])c1	3	-4	0	2	-4	-3	3	1	1	-4
O=C(NCCCCCCNC(=O)OCCO)OCCO	7	-7	-2	-4	1	-1	10	-4	-2	-2
Cc1c(NC(=O)COC(=O)c2ncc(Cl)c(Cl)c2Cl)c(=O)n(-c2ccccc2)n1C	0	1	3	2	-4	8	3	-4	1	7
CSc1nsc(N/N=C/c2ccccc2)c1C#N	1	-7	-2	24	-3	-3	10	23	4	-2
Cc1ccc(NC(=O)CN2C(=O)CCSc3ccccc32)cc1C	.	0	-3	4	.	0	-1	4	2	-1
CNC1(c2nnnn2-c2c(C)cccc2C)CCOC(C)(C)C1 (stereo unspecified)	5	-2	-1	0	10	-1	3	-5	0	2
O=C(NCc1ccco1)/C(=C/c1ccccc1F)NC(=O)c1ccccc1	-4	-6	-4	-6	-9	0	-4	-3	3	0
Cc1ccc(C2=NN(CCC(=O)NCc3ccc4c(c3)OCO4)C(=O)CC2)cc1	4	3	1	-4	1	0	7	1	-2	-2
CCOC(=O)CNc1nc(C(C)(C)C)nc2c1nnn2Cc1ccccc1Cl	-8	-1	-2	-11	2	11	3	12	0	1
COCCN(C(=O)c1cc(S(=O)(=O)N2CCCCC2)ccc1Cl)c1c(N)n(CC(C)C)c(=O)[nH]c1=O	2	-12	2	-2	1	4	-4	2	-2	-1
COc1cc(OC)cc(-c2c(C#Cc3ccsc3)c3cc(-c4ccc(OC)c(OC)c4)ccc3n2C)c1	-10	8	1	5	0	0	0	17	0	0
O=c1c(C(c2ccc(Cl)cc2)c2c(O)nc3n(c2=O)CCCS3)c(O)nc2n1CCCS2	2	6	-3	-3	-3	1	-2	4	6	0
O=C(COC(=O)CCC1CCCC1)NCc1ccc(Cl)cc1	-9	7	2	-4	8	0	-1	-8	0	3
CCN1CCN(C(=O)c2ccc3c(c2)N(Cc2ccccc2)C(=O)c2ccccc2S3=O)CC1 (stereo unspecified)	-11	1	4	-3	3	0	4	0	1	1
N#CC1CC(c2ccccc2)=NN1c1ccccc1[N+](=O)[O-] (stereo unspecified)	-12	4	-4	-3	2	-6	-1	3	2	2
Cc1ccc(C)c(C(=O)CN2C(=O)NC3(CCCCCCC3)C2=O)c1	-2	-15	-2	-3	-9	6	-1	-6	3	-4
CCOC(=O)CCN(Cc1ccccc1)S(=O)(=O)c1csc(C(N)=O)c1	1	-8	1	6	-1	0	2	-3	1	-1
CCc1nc2sccc2c(=O)n1N	-2	3	-2	-2	3	2	1	-1	3	0
COc1ccc(C(=O)N2c3ccccc3CC2C)cc1OC (stereo unspecified)	-3	3	4	3	0	0	5	-5	-1	5
O=C(Oc1nsnc1N1CCOCC1)N1CCOCC1	5	-6	4	-10	-11	3	0	1	-3	1
O=C(C1CC1)N1c2ccccc2Sc2ccccc21	1	4	2	-4	7	-4	3	-4	-3	-3
CC12CCC3C(CCC4CC(O)CCC43C)C1CC(=O)C2 (stereo unspecified)	.	-9	-2	-1	-4	0	8	2	1	-3
CCC12CN(C(=O)c3ccco3)CC(CC)(CN(C(=O)c3ccco3)C1)C2=O	-8	7	1	-2	0	0	-3	-5	0	1
COc1cc(OC)cc(C(=O)N2CCN(S(=O)(=O)c3ccc(Cl)s3)CC2)c1	-5	-1	-4	1	-1	2	5	2	2	0
O=c1[nH]c(C2CCCCC2)nc2ccccc12	4	-14	1	-5	-6	-2	2	-2	-1	3

# Reprinted from the part before: 2 compounds, then new ones.
canonical_smiles	HTRA1 inh	TDP2 absorb	LEDGF integ inh	ABHD4 inh	TCR-CD3 inh	MBD2 inh	SIAE primary	rCAG binder	PRMT1 inh	NPR2 activator
COc1cc(OC)cc(C(=O)N2CCN(S(=O)(=O)c3ccc(Cl)s3)CC2)c1	-5	-1	-4	1	-1	2	5	2	2	0
O=c1[nH]c(C2CCCCC2)nc2ccccc12	4	-14	1	-5	-6	-2	2	-2	-1	3
Cc1ccc(S(=O)(=O)N2CCN(C(=O)N3CCOCC3)CC2)c(C)c1	5	-1	-3	-1	-4	-4	1	-7	3	3
CCCCCC(=O)NNC1CC(=O)N(c2ccccc2)C1=O (stereo unspecified)	.	-6	1	-4	-3	2	-2	0	3	4
Cc1ccc2ncnc(Nc3cccc([N+](=O)[O-])c3)c2c1	-12	-14	1	-1	0	4	-10	0	-7	-1
COc1ccccc1NC(=S)N1CCC(c2nc3cc(C)c(C)cc3[nH]2)CC1	4	-10	-6	0	-3	4	5	-1	1	-3
CCOC(=O)C1=CCN(S(=O)(=O)c2ccc(Br)cc2)C1c1ccccc1 (stereo unspecified)	.	1	-2	-6	3	4	7	2	4	-4
CN(C(=O)CSc1nnc(-c2cccnc2)n1-c1ccccc1F)C1CCS(=O)(=O)C1 (stereo unspecified)	1	-23	8	-1	-8	-4	0	3	-2	0
CCOC(=O)CCNC(C)C1COc2ccccc2O1 (stereo unspecified)	-3	5	3	3	7	2	4	1	1	-2
CCn1c(-c2cc(OC)ccc2OC)csc1=Nc1c(C)n(C)n(-c2ccccc2)c1=O	0	-3	0	2	8	-3	9	-7	-6	1
CO/N=C\C(=N\Nc1ccc(OC)cc1)C(=O)c1ccccc1	-31	-12	0	-9	12	-6	-2	3	2	-6
Cc1nc(-c2ccccc2)nc(-c2ccccc2)n1	-2	-11	3	-5	1	4	4	0	-1	-1
CCOC(=O)c1ccc(S(=O)(=O)N(CCO)Cc2cc3cc(OC)c(OC)cc3[nH]c2=O)cc1	2	-6	-4	-1	-3	4	2	3	2	-2
NC(=O)NC(c1ccccc1)c1cccc2ccccc12 (stereo unspecified)	5	-12	-1	0	7	-2	-13	-5	-3	-4
Cc1cc(C(=O)NCC(=O)OC(C(=O)Nc2cc(C(F)(F)F)ccc2Cl)c2ccccc2)ccc1[N+](=O)[O-] (stereo unspecified)	-28	-2	-1	-53	9	-2	-61	9	-1	3
Cc1cc(C(F)(F)F)n(-c2nc(C(=O)NNS(=O)(=O)c3ccccc3[N+](=O)[O-])cs2)n1	-1	-5	-3	10	3	0	2	45*	-2	-2
Cc1ccc(Oc2ncc(CN3CCOCC3)s2)cc1	3	-7	5	-5	7	-3	-2	-7	-2	9
Cc1c(CN2CCC(C(=O)Nc3cccc(-c4cccc(Cl)c4)c3)CC2)cnn1C	5	-5	0	7	5	-6	0	-6	2	-7
CCCCCCCCN1C(=O)[C@@H](CC(=O)NCc2cccc3ccccc23)C[C@@]2(C(=O)OC)C1=C[C@H](C1CCCC1)O[C@@H]2C	.	-8	-1	-1	3	3	7	4	1	3
O=C(C[N+]1(CC#Cc2ccccc2)CCCCC1)c1ccc(Cl)cc1	-29	-5	6	2	0	-5	3	-2	-1	-8
